# Shiga toxin inh – Shiga toxin inhibition; AID 2315; Vero cells, Shiga toxin protein synthesis inhibition reporter; actives 9.2% (n = 290,000); inhibition, % at 38.7 µM; in the data active = inhibition mostly above about 28%, no sharp cut-off; inactive = mostly below about 43%; also: 0% is about no effect
# Pf growth 96h – P. falciparum growth inhibition at 96 hour, primary screen for plastid delayed-death inhibitors. P. falciparum luciferase reporter growth, 96 h. actives 6.9% (n = 320,000). Potency, µM (doses to about 28.7 µM), for the others: at the top dose activity change, negative = inhibition, usual class: inhibitors; also: potency is read from the fitted curve at half-maximal effect; % is scaled to controls: 0 for no effect and ±100 for the full control effect
#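 P. falciparum expressing integrated firefly luciferase grown in erythrocytes (2% hematocrit, 0.05% parasitemia final) with compounds for 96 hours at 37 C, 5% CO2. Growth inhibition read as loss of luminescence after adding luciferase detection reagent.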
# Cycloheximide cs – counter-screen hit for Shiga toxin inhibitors, cycloheximide. cell reporter, cycloheximide protein synthesis inhibition counterscreen. max response, %. actives 12% (n = 300,000). AID 2314; in the data active = max response mostly above about 13%, no sharp cut-off; inactive = mostly below about 14%; also: read at 38.3 µM for the half of the compounds with a filed dose; 0% is about no effect
# Pf growth 48h – P. falciparum growth inhibition at 48 hours (one generation); Potency, µM (titrated, usually from 28.7 µM), inactives show at the highest dose activity change, negative = inhibition, most hits filed as inhibitors; P. falciparum luciferase growth in erythrocytes, 48 h; actives 5.9% (n = 310,000); AID 504832; also: potency is read from the fitted curve at half-maximal effect; % is scaled to controls: 0 for no effect and ±100 for the full control effect
#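 Read-out is firefly luciferase luminescence from an integrated reporter in P. falciparum, so falling signal marks reduced parasite growth. Infected erythrocytes were at 2% hematocrit and 0.1% parasitemia (final) in Albumax-supplemented RPMI 1640.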
# Giardia FBPA inh – inhibitors of Giardia lamblia fructose-1,6-bisphosphate aldolase; purified Giardia FBPA; AID 2451; actives 0.71% (n = 290,000); Potency, µM (doses to about 59.6 µM), for inactives: top-dose activity, negative = inhibition, actives largely listed as inhibitors; A8B2U2; also: potency is read from the fitted curve at half-maximal effect; % is scaled to controls: 0 for no effect and ±100 for the full control effect; nearly all actives have a fitted effect of over 55% in size
# Target sequence (A8B2U2 whole entry, looked up): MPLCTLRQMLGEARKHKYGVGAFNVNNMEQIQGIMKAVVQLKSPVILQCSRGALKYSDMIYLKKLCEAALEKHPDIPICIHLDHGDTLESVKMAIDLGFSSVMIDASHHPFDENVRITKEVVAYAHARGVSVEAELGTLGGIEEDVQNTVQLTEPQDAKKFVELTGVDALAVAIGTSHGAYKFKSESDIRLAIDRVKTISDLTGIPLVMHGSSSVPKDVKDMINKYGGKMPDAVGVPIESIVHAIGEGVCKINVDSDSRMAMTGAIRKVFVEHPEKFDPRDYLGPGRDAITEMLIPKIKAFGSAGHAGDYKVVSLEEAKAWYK
#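 Giardia FBPA (40 nM reagent) was preincubated 10 min at RT with compound (up to 57.5 uM final), then substrate plus GAPDH/TPI/NAD/arsenate coupling system with diaphorase/resazurin was added; resorufin fluorescence (525/598 nm) was read after 20 min.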
# Sm TGR inh – blocks Schistosoma mansoni thioredoxin glutathione reductase; Q962Y6; purified TGR, DTNB reduction, TNB absorbance 405 nm; Potency, µM (titrated, usually from 114 µM), for the others: at the top dose activity change, negative = inhibition, usual class: inhibitors; actives 3% (n = 360,000); AID 485364; also: potency is read from the fitted curve at half-maximal effect; % is scaled to controls: 0 for no effect and ±100 for the full control effect; nearly all actives have a fitted effect of over 60% in size
#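 Kinetic colorimetric format: TGR-catalysed, NADPH-driven DTNB reduction monitored via TNB absorbance. Enzyme dispensed at 20 nM; compound exposure 15 min at room temperature before reaction start.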
# * hit, by the source's call; ? = inconclusive; . = not tested or not shown; + = active, no number; [ ] = dose if it differs, or a comment. Unless noted, calls follow the shape of the dose curve; as a rule, active = well fitted curve in the direction sought with a large enough effect; inconclusive = small, poorly fitted or top-dose-only effect, or another doubt; inactive = no such curve, though single readings can be large; an effect the other way counts as inactive or inconclusive.
Molecule	Giardia FBPA inh	Pf growth 96h	Cycloheximide cs	Pf growth 48h	Shiga toxin inh	Sm TGR inh
CC(C)CC(NC(N)=O)C(=O)OCC(=O)Nc1ccc(SC(F)F)cc1 (configuration not stated)	4%	11%	-6	1%	12	-9%
CC(C)(C)CC(=O)N1CCN(c2ccc(S(=O)(=O)N3CCOCC3)cc2[N+](=O)[O-])CC1	.	?	.	?	.	-22%
C#CCOCCOCCOCCNc1nc(N2CCN(C(=O)CCCCCCCCCCNC(=O)[C@H]([C@@H](C)CC)n3cc(CCCCCN)nn3)CC2)nc(N2CCN(C(=O)CCCCCCCCCCNC(=O)[C@H](CO)n3cc(CCCCCN)nn3)CC2)n1	.	?	.	13µM*	.	?
CCCCNC(=S)Nc1ccc(Oc2ccccc2)cc1	-1%	-38%[5.75 µM]	18	-23%	-24	11%
CCN1CCN(S(=O)(=O)c2cccc(S(=O)(=O)N3CCOCC3)c2)CC1	2%	18%	-1	18%	-8	30%
Cc1c(C(=O)NC(=S)N(Cc2ccccc2)c2ccccn2)cccc1[N+](=O)[O-]	.	20%	.	30%	.	0%
Cc1c(OCc2ccc([N+](=O)[O-])cc2)ccc2c3c(c(=O)oc12)CCC3	1%	131%[activator]	31*	125%[activator]	29	-16%
COC(=O)c1ccc(COC(=O)Cc2n[nH]c(=O)c3ccccc23)cc1	0%	0%	27*	0%	27	7%
Cc1cc(OCC(=O)NCCc2ccc(S(N)(=O)=O)cc2)c2c(C)cc(=O)oc2c1	0%	-3%	-3	-4%	-14	-28%
COc1ccc2c(C(=O)c3ccc(C)cc3)n(CCC(N)=O)[n+]([O-])c2c1	7%	?	8	-2%	8	8%
CC(C)OC(=S)N/C(=N\S(=O)(=O)c1ccccc1)c1ccccc1	?	47%[activator]	9	47%[activator]	18	-2%
CCOc1ccc(C)cc1S(=O)(=O)NC1CCCCC1	1%	-4%	-3	?	-11	3%
CC(C)CCNC(=O)/C=C/c1ccc(Br)cc1	-14%	-18%	37*	26%	100*	-10%
CCOC(=O)C(=Cc1ccc(-c2ccsc2C(=O)OC)o1)C(=O)OCC	-10%	-18%	-2	?	-6	2%
CCOc1ccc(/C=N/NC(=O)c2cc3c(OC)cc(OC)cc3[nH]2)cc1OC	6%	0.93µM*	0	1.7µM*	1	9%
CCCNC(=O)NC(=O)CSc1nnc(-c2c[nH]c3ccccc23)o1	-1%	-12%	-3	-1%	-9	0%
CCn1nc(NC(=O)c2cccnc2)c2cc3cccc(C)c3nc21	-1%	-17%	-3	-26%	-9	4%
COC(=O)c1c(NC(=O)CSc2nnnn2-c2ccccc2)sc2c1CCC(C)C2 (configuration not stated)	0%	?	-3	49%[activator]	-1	-21%
NC(=S)N/N=C/C=C/c1ccccc1	-26%	?	10	?	-3	-4%
O=C(Nc1ccccc1C(=O)N1CCCC1)c1ccccc1	-5%	47%[activator]	-3	-6%	-6	10%
COc1ccc(OC)c2[nH]c(=O)c(CCNC(=O)COc3ccccc3)cc12	-18%	?	6	-14%	-1	-1%
CCCSc1nc2c(cnn2-c2ccc(C)c(C)c2)c(=O)[nH]1	-3%	-11%	-7	.	-9	3%
CCCOc1ccc(-c2cn3ccccc3n2)cc1[N+](=O)[O-]	-14%	491%[activator]	134*	144%[activator]	+	-3%
COC(=O)c1cc(OC)c(OC)cc1NC(=O)C1CCCO1 (configuration not stated)	-16%	8%	5	12%	-16	-3%
O=c1c2c3c(sc2ncn1/N=C/c1ccco1)CCCC3	-2%	.	12	20%	76*	0%
COc1ccc(OC)c(/C=C/C(=O)c2ccc(Cl)cc2)c1	-8%	-4%	13	-15%	23	0%
COc1cccc(Nc2nc(N)nc(-c3oc4ccccc4c3C)n2)c1	0%	-25%	42*	?	79*	0%
O=C(NC1CCCC1)C(c1ccc(F)cc1)N(Cc1ccccc1)C(=O)c1csnn1 (configuration not stated)	2%	20%	-6	?	3	1%
Cc1cccc(C)c1NC(=O)CN(C)C(=O)c1cccc(NS(=O)(=O)c2ccccc2)c1	.	2%	.	-2%	.	-3%
CN(C)c1cc[n+](CC(=O)Nc2ccccc2C(F)(F)F)cc1	-27%	6%	-4	?	.	-7%
COc1ccc(S(=O)(=O)N2CC=C(C(=O)NC3CCCC3)CC2)cc1	.	-19%	-11	-12%	-5	1%
O=C(COc1ccc(C(=O)Nc2ccc(Cl)cc2)cc1)NCc1ccccc1	3%	?	-2	-15%	-9	-3%
O=[N+]([O-])c1ccccc1/C=C/C=N/n1c(-c2ccc(Cl)cc2)n[nH]c1=S	5%	49%[activator]	-4	0%	-12	-1%
O=C(Nc1ccc2c(c1)OCCO2)NC1(C(F)(F)F)Oc2ccccc2O1	-10%	163%[activator]	92*	.	89*	40µM*
COc1ccc(NC(=O)CN(C)C(=O)c2cc(C3CC3)nn2-c2ccccc2)cc1	.	?	.	?	.	-7%
CCN(CC)CCNc1nc(-c2ccc(OC(F)F)cc2)c(C)s1	4%	?	-2	?	-8	-26%
O=C(O)CSCC(=O)NCc1c(Cl)cccc1Oc1ccccc1	10%	21%	-3	6%	-12	-2%
COC(=O)[C@H](CCSC)NC(=O)Nc1ccc(C(C)C)cc1	2%	?	4	54%[activator]	19	4%
Cc1ccc(Sc2ncnc3onc(C)c23)c(C)c1	0%	-19%	-1	?	13	0%
O=C(NCCC1=CCCCC1)C1CCN(S(=O)(=O)N2CCOCC2)CC1	7%	46%[activator]	3	1%	-2	4%
O=[N+]([O-])c1cccc(/C=N/Nc2nc(N3CCOCC3)nc(N3CCOCC3)n2)c1	1%	70%[activator]	-4	-24%	-4	-14%
Cc1c(NC(=O)/C=C/c2cn(-c3ccccc3)nc2-c2ccc(F)cc2)c(=O)n(-c2ccccc2)n1C	.	9.3µM*	9	4%	-19	3.2µM*
CCOC(=O)c1c(C)[nH]c(N=Nc2ccc(C)cc2C)c1C	-21%	47%	37*	0%	183*	-4%
O=c1cc(C2CCNCC2)[nH][nH]1	-25%	-6%	-4	.	-16	9%
COc1ccc(NC(=O)CSc2nnc(-c3ccccc3C)n2N)cc1OC	-3%	11%	-9	8%	-12	-3%
COc1ccc(OCc2nnc(SCC(=O)N3CCCCC3)o2)cc1	13%	12µM*	0	4%	-7	10%
O=C(NCc1cccnc1)Nc1cccc(Cl)c1Cl	-3%	?	18	43%[activator]	-7	-22%
COc1cc(C#Cc2c(-c3cncn3C)n(C)c3ccc(-c4cnc(OC)nc4)cc23)cc(OC)c1	.	2.6µM*	.	?	.	?
NC(=O)c1c(NC(=O)c2ccc(S(=O)(=O)N(CCCl)CCCl)cc2)sc2c1CCCCC2	-1%	-20%	-6	-5%	-10	-9%
O=C(NC1CCCCCCC1)C1CCN(c2nc3ccccc3o2)CC1	14%	60%[activator]	-4	?	3	0%
O=C(NCCCN1CCOCC1)/C(=C/c1ccco1)NC(=O)c1ccccc1	-14%	6%	-2	31%[activator]	-10	-1%
CN(C)CCCNCCCNC(=O)/C=N/O	-5%	-11%	-3	.	7	-29%
O=C(NC(c1ccccc1)c1ccccc1)N1CCOCC1	4%	7%	-2	39%[activator]	7	0%
Nc1nnnn1/N=C/c1cc(Cl)cc(Cl)c1OCc1ccc(Cl)cc1Cl	4%	2%	1	.	13	1%
CN(C)c1ccc(/C=C/c2cc[n+](C)c3ccccc23)cc1	?	?	27*	1µM*	25	.
O=Cc1sc([O-])nc1-[n+]1ccc2ccccc2c1	-7%	4%	-1	15%	7	-11%
O=C(NCCCCNC(=O)c1ccc(Br)s1)c1ccc(Br)s1	-1%	-2%	-3	.	-14	3%
CCNC(=S)NNC(=O)c1csc2ccccc12	5%	23%	4	66%[activator]	21	-17%
CCOc1ccc(C(=O)Nc2ccc(S(=O)(=O)NCC3CCCO3)cc2)cc1OCC (configuration not stated)	.	-14%	-3	?	12	4%
O=c1oc2c3c4c(cc2s1)CCCN4CCC3	?	.	-3	.	-15	?

# For convenience, part of the list above:
Molecule	Giardia FBPA inh	Pf growth 96h	Cycloheximide cs	Pf growth 48h	Shiga toxin inh	Sm TGR inh
CN(C)c1ccc(/C=C/c2cc[n+](C)c3ccccc23)cc1	?	?	27*	1µM*	25	.
O=Cc1sc([O-])nc1-[n+]1ccc2ccccc2c1	-7%	4%	-1	15%	7	-11%
O=C(NCCCCNC(=O)c1ccc(Br)s1)c1ccc(Br)s1	-1%	-2%	-3	.	-14	3%
CCNC(=S)NNC(=O)c1csc2ccccc12	5%	23%	4	66%[activator]	21	-17%
CCOc1ccc(C(=O)Nc2ccc(S(=O)(=O)NCC3CCCO3)cc2)cc1OCC (configuration not stated)	.	-14%	-3	?	12	4%
O=c1oc2c3c4c(cc2s1)CCCN4CCC3	?	.	-3	.	-15	?

# Additional records follow.
Molecule	Giardia FBPA inh	Pf growth 96h	Cycloheximide cs	Pf growth 48h	Shiga toxin inh	Sm TGR inh
CCN1CCCC1CN(Cc1cc2ccc(C)cc2[nH]c1=O)C(=S)Nc1ccccc1OC (configuration not stated)	5%	45%[activator]	-3	2%	-3	-2%
COc1cc(CCNc2ccc3nnc(-c4ccccc4)n3n2)cc(OC)c1OC	6%	31%[activator]	0	?	-13	-1%
CC(C)c1ccc(/C=N/NC(=O)CC(=O)NC2CCCCC2)cc1	5%	90%[activator]	-6	35%[activator]	25	38%[activator]
CCCCN1C2=NCCCN2c2cc(C)c(C)cc21	5%	13µM*	-2	13µM*	-17	11%
Cn1nc(CC(=O)N2CCN(c3ccccc3)CC2)c2ccccc2c1=O	-20%	17%	3	-13%	13	0%

# Part of the list above, with values under each structure.
# Below each SMILES – Giardia FBPA inh | Pf growth 96h | Cycloheximide cs | Pf growth 48h | Shiga toxin inh | Sm TGR inh
- CC(C)c1ccc(/C=N/NC(=O)CC(=O)NC2CCCCC2)cc1
→ 5% | 90%[activator] | -6 | 35%[activator] | 25 | 38%[activator]
- Cn1nc(CC(=O)N2CCN(c3ccccc3)CC2)c2ccccc2c1=O
→ -20% | 17% | 3 | -13% | 13 | 0%
- CCCCN1C2=NCCCN2c2cc(C)c(C)cc21
→ 5% | 13µM* | -2 | 13µM* | -17 | 11%
- CCN1CCCC1CN(Cc1cc2ccc(C)cc2[nH]c1=O)C(=S)Nc1ccccc1OC (configuration not stated)
→ 5% | 45%[activator] | -3 | 2% | -3 | -2%

# Full records, looked up by structure. Values in the order: Giardia FBPA inh | Pf growth 96h | Cycloheximide cs | Pf growth 48h | Shiga toxin inh | Sm TGR inh
# Listed for CCCCN1C2=NCCCN2c2cc(C)c(C)cc21 : 5% | 13µM* | -2 | 13µM* | -17 | 11%
# Listed for CCN1CCCC1CN(Cc1cc2ccc(C)cc2[nH]c1=O)C(=S)Nc1ccccc1OC (configuration not stated) : 5% | 45%[activator] | -3 | 2% | -3 | -2%

# Bioassay records deposited in PubChem BioAssay by National Center for Advancing Translational Sciences (NCATS).
